# Compound activity: PubChem BioAssay, National Center for Advancing Translational Sciences (NCATS)
# POLH inh: qHTS for Inhibitors of Polymerase Eta | DNA polymerase eta (Homo sapiens), Q9Y253 | 1.2% of 390,000 active | Potency, µM (doses to about 114 µM), for inactives: at the top dose activity change, negative = inhibition, hits mostly inhibitors | recombinant Pol eta, fluorescent DNA replication assay; further: potency means the concentration at half of the fitted maximal effect; on the % scale 0 is the no-effect control and ±100 the full control effect
# Target sequence (Q9Y253 whole entry, looked up): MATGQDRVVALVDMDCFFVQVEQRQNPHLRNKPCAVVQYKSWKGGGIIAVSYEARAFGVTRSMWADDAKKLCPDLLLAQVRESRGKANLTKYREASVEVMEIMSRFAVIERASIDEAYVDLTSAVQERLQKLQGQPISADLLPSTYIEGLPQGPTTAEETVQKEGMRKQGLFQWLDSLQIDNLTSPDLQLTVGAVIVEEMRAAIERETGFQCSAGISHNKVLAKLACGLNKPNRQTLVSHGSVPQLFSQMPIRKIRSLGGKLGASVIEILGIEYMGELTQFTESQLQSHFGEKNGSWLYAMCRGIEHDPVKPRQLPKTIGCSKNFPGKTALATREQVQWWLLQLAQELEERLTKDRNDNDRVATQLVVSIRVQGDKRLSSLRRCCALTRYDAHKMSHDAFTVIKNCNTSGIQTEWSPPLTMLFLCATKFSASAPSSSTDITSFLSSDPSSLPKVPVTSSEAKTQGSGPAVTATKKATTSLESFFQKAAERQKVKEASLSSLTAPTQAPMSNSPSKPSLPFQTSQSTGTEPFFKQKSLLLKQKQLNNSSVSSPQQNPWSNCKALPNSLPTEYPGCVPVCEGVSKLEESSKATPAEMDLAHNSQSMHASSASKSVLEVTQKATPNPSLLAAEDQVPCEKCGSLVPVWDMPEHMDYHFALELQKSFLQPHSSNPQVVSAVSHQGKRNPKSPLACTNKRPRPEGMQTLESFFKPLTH
#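 Fluorescent replication assay: 50 nM final substrate added after a 15 min room-temperature compound preincubation with 10 nM enzyme. Signal taken at 0 min and again at 10 min.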
# ERG Ets-DNA blk: qHTS for Small Molecule Inhibitors of the ERG Ets/DNA interaction | Potency, µM (doses to about 76.9 µM), for the others: top-dose FP activity, negative = inhibition, most hits filed as inhibitors | 0.028% of 370,000 active | Transcriptional regulator ERG (Homo sapiens), P11308 | fluorescence polarization, His-ERG Ets domain / labelled DNA; active means well fitted inhibition curve with a large enough effect in the polarisation, with a control signal flat; inconclusive means small, poorly fitted or top-dose-only effect, or effect the other way, or a change in a side signal; inactive means no such curve, though single readings can be large or run the other way; the % refers to the polarisation;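 further: polarization taken with two DNA probes labelled with fluorescein and Texas red; potency means the concentration at half of the fitted maximal effect; % of control where 0% means no effect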
#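 His-tagged ERG Ets domain (1 uM in the protein solution; 300mM KCl, 50mM Tris-HCl, 1mM EDTA, 1mM DTT, pH 7.5) received compound, then a probe mix of 5 nM fluorescein-DNA and 100nM Texas-615-DNA. Fluorescence polarization was read for both dyes.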
# 12-LOX inh: Primary qHTS assay for inhibitors of human arachidonate 12S-lipoxygenase (ALOX12): Round 2. Potency, µM (top dose mostly 108 µM), without a hit: at the highest dose activity change, negative = inhibition, hits mostly inhibitors. 1.1% of 580,000 active. purified 12hLO, xylenol orange hydroperoxide absorbance. Polyunsaturated fatty acid lipoxygenase ALOX12 (Homo sapiens), P18054; further: potency means the concentration at half of the fitted maximal effect; on the % scale 0 is the no-effect control and ±100 the full control effect
#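 Purified human 12hLO at 150 nM in 25 mM Hepes, 0.01% Triton X-100, pH 7.0, preincubated 15 min at room temperature with compound. Reaction started with 40 uM arachidonic acid, 30 min at room temperature. Hydroperoxide measured by Fe-xylenol orange, 573/405 nm absorbance ratio.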
# APE1 inh: qHTS Assay for Inhibitors of the Human Apurinic/apyrimidinic Endonuclease 1 (APE1); recombinant APE1, TAMRA/BHQ-2 abasic DNA cleavage fluorescence; Potency, µM (titrated, usually from 65.8 µM), for inactives: top-dose activity change, negative = inhibition, hits mostly inhibitors; 0.35% of 350,000 active; AID 2517, 2012; DNA repair nuclease/redox regulator APEX1 (Homo sapiens), P27695;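 further: potency means the concentration at half of the fitted maximal effect; plate controls were vehicle for no effect and reference inhibitor for full effect; nearly all actives have a fitted effect of over 55% in size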
# Target sequence (P27695 whole entry, looked up): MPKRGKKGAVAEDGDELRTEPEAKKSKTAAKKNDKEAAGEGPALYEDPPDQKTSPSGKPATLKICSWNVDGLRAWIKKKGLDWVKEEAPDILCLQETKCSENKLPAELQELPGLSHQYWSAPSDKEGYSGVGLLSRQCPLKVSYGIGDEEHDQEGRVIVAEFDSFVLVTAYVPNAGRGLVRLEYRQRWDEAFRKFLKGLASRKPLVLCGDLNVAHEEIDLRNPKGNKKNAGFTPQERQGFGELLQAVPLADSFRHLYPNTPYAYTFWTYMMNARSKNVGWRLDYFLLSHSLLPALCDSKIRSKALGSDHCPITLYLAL
#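 Endonuclease cleavage of a quenched abasic-site DNA duplex (50 nM) by APE1 (0.75 nM) was tracked by TAMRA dequenching. Compounds were preincubated with enzyme 15 min at room temperature; data normalized to buffer-only and DMSO wells plus NSC13755 control.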
# Pol kappa inh: qHTS for Inhibitors of Polymerase Kappa. purified Pol kappa, fluorescent DNA synthesis assay, 10 min. Potency, µM (doses to about 107 µM), inactives show at the top dose activity, negative = inhibition, hits mostly inhibitors. 0.53% of 400,000 active; further: potency means the concentration at half of the fitted maximal effect; on the % scale 0 is the no-effect control and ±100 the full control effect
#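 Readout: fluorescence, taken kinetically at 0 and 10 min. Conditions: 10 nM Pol kappa, 15 min RT compound preincubation, 50 nM substrate final. Controls: enzyme-free buffer wells.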
# Anesthetic bind: qHTS Assay for Identification of Novel General Anesthetics; Potency, µM (doses to about 77.5 µM), inactives show top-dose activity change, negative = displacement, usual class: inhibitors; Ferritin light chain (Equus caballus), P02791; apoferritin/1-aminoanthracene competitive binding, fluorescence; 0.074% of 350,000 active; AID 485281, 2010; further: potency means the concentration at half of the fitted maximal effect; on the % scale 0 is the no-effect control and ±100 the full control effect; nearly all actives have a fitted effect of over 20% in size
#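 10 uM apoferritin + 50% sat. 1-AMA, PBS; cpd 10 min RT; Ex380/Em535 endpoint; normalized to free probe vs complex; 4-param Hill fit; propofol titration as pos. ctrl.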
# POLB inh: qHTS Assay for Inhibitors of DNA Polymerase Beta; AID 485314, 2010; Potency, µM (series often up to 114 µM), for inactives: at the top dose activity change, negative = inhibition, actives largely listed as inhibitors; Pol beta primer extension/strand displacement, fluorescence kinetic; P06746; 1.3% of 340,000 active; further: potency means the concentration at half of the fitted maximal effect; on the % scale 0 is the no-effect control and ±100 the full control effect
#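 Homogeneous kinetic assay of primer extension and strand displacement by 10 nM Pol beta, preincubated 15 min at room temperature with compound before 50 nM substrate (final) was added. Read at 0 and 10 min; four-parameter Hill fit.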
# RGS4 inhibitor: Inhibitors of Regulator of G Protein Signaling (RGS) 4: qHTS; Potency, µM (highest dose often 114 µM), without a hit: top-dose activity change, negative = inhibition, hits mostly inhibitors; AID 504845, 2011; Transcreener GDP fluorescence polarization, RGS4-accelerated GTP hydrolysis; 0.039% of 390,000 active; further: potency means the concentration at half of the fitted maximal effect; on the % scale 0 is the no-effect control and ±100 the full control effect; nearly all actives have a fitted effect of over 75% in size; some results filed as inactive show a strong effect at the top dose
#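 MLSMR compounds (23 nl, pin-transferred) preincubated 10 min at room temperature with a 500nM (2x) first reagent, then RGS4 at 900nM (2x) plus Transcreener GDP mix added; fluorescence polarization (620/688 nm) read before and after 90 min at 30 °C.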
# LDHA inh: qHTS assay for inhibitors of human lactate dehydrogenase; L-lactate dehydrogenase A chain (Homo sapiens), P00338; purified LDHA, NADH/diaphorase-resazurin fluorescence; active compounds read low; activity change, % (values are at about 110 or 230 µM); 0.15% of 480,000 active; AID 1347041, 2019; in the data active means activity change below about -30%; inconclusive means mostly about -25% to -30%;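 further: plate controls were DMSO wells for no effect and wells without enzyme for full effect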
#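 Human LDH5 at 2 nM final in Tris HCl pH 7.4 with 0.06 mM NADH and 0.2 mM pyruvate, reacted 5 minutes at room temperature. Remaining NADH coupled via diaphorase/resazurin; resorufin fluorescence read at 0 and 20 minutes, normalized to enzyme-free and DMSO wells.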
# The depositor's hits bear a star; ? = inconclusive; · = not tested or not shown; & = joins results of further samples; [ ] = another dose, or the depositor's remark. Unless noted, the call rests on the fitted dose curve; in most records, active means well fitted curve in the direction sought with a large enough effect; inconclusive means small, poorly fitted or top-dose-only effect, or another doubt; inactive means no such curve, though single readings can be large; an effect the other way counts as inactive or inconclusive. This is a subset; the hit share may differ from the screen's.
SMILES,POLH inh,ERG Ets-DNA blk,12-LOX inh,APE1 inh,Pol kappa inh,Anesthetic bind,POLB inh,RGS4 inhibitor,LDHA inh
[N-]=[N+]=NC(c1ccccc1)c1nc2ccccc2[nH]c1=O (centres undefined),0%,17%,0%,-14%,-5%,-22%,-18%,-13%,3
COC(=O)C1=C(N)OC2=C(C(=O)CCC2)C1c1ccccc1OC (centres undefined),-1%,-12%[15.4 µM],0%,3%,-9%,-10%,-9%,-14%,-5
CCSc1ncc(/C=N/Nc2ccccc2)n1C,-17%,-1%,7%,1%,-5%,0%,-17%,-35%[11.4 µM],4
COc1ccc(NC(=O)/C=C/c2ccc(S(=O)(=O)N3CCOCC3)cc2)cc1,-2%,8%,-50%,52%[activator],0%,·,·,-21%,-1
Cc1c(C(=O)N(Cc2cccc(F)c2)C2CCS(=O)(=O)C2)oc2cc(Br)ccc12 (centres undefined),-4%,3%,-23%,·,-8%,7%,0%,-3%,-15
CC(=O)Nc1nonc1-c1nnc(SCc2ccccc2C)n1C,-12%,8%,4%,·,-4%,?,36%,10%,6
O=C(N/N=C1\CC2CC=CC12)c1ccc(O)cc1 (centres undefined),4%,2%,-2%,11%,-16%,-4%,4%,21%,-2
Cc1ccc(C)c(C(=O)COC(=O)c2nn(C)c(=O)c3ccccc23)c1,-5%,·,0%,8%,-11%,·,·,21%,-14
CCCCN(CCCC)C(=O)CN(C)S(=O)(=O)c1ccc2c(c1)n(C)c(=O)c(=O)n2C,-10%,-9%,-6%,8%,2%,-7%,0%,-8%,1
Cc1ccc(C)c2nc(SCC(=O)N3CCCc4ccccc43)c(C#N)cc12,-6%,0%,-36%,-1%,-8%,-6%,59%,-1%,-9
Cc1ccc(S(=O)(=O)/N=C(/Nc2nc(C)cs2)c2ccccc2)cc1,-3%,2%,?,17%,-3%,·,·,30%,-14
CCc1nnc(NC(=O)C2=CCN(S(=O)(=O)c3ccccc3)CC2)s1,0%,14%,-5%,4%,-13%,2%,31%,25%,-7
O=C(COc1ccccc1F)NC1CC1,-2%,·,3%[57.4 µM],-6%,0%[60.1 µM],-5%,-21%,-16%,1
COC(=O)[C@H](C)NC(=O)COc1ccccc1,-7%,4%,-24%,16%,7%,-9%,22%,-17%,-1
C=CCSc1nnc(-c2ccc(Cl)cc2Cl)o1,-9%,-7%,10%,-6%,-5%,?,1%,-3%,-2
C/C(=N/NC(=O)C(O)(c1ccccc1)c1ccccc1)c1ccc([N+](=O)[O-])o1,79µM*,18%,?,5%,-15%,-22%,13µM*,-16%,-1
COCc1c(C(=O)OCc2nc(N)nc(Nc3ccccc3C)n2)oc2ccccc12,-1%,8%,2%,0%,-22%,-18%,1%,4%,-5
O=C(c1ccc2[nH]c3c(c2c1)CCCC3)N1CCN(c2ccc(F)cc2)CC1,-6%,-17%,-4%,0%,-3%,-4%,?,-6%,-1
CC(C(=O)NC1CCCC1)N(Cc1ccc2c(c1)OCO2)C(=O)c1snc(C(N)=O)c1N (centres undefined),-7%,-7%,0%,-5%,-14%,-19%,9%,7%,-6
O=C(CNC(=O)c1cccs1)c1ccc(F)cc1,-2%,2%,-2%,-3%,2%,-4%,-2%,-16%,-6
CC(=O)O/N=C1\C(=O)N(Cc2ccc(C)cc2)c2ccccc21,-7%,12%,?,-7%,-4%,?,?,-26%,-4
COc1cccc(/C=N/NC(=O)CN(CCc2ccccc2)S(=O)(=O)c2ccc(NC(C)=O)cc2)c1,?,·,3%,4%,-22%,6%,-1%,-5%,-4
Cc1ccc(-n2c(N)c(C(=O)NCc3ccco3)sc2=S)cc1,8%,-5%,?,0%,-4%,?,17%,?,-4
CCc1nn2c(=O)cc(COC(=O)c3cccc(NC(=O)c4ccccc4C)c3)nc2s1,-17%,3%,-29%,·,-7%[60.1 µM],1%,?,12%,-6
CNC(=S)Nc1cccc(Cl)c1C,-9%,-5%,?,0%,-11%,-8%,1%,-6%,-12
# Further entries:
SMILES,POLH inh,ERG Ets-DNA blk,12-LOX inh,APE1 inh,Pol kappa inh,Anesthetic bind,POLB inh,RGS4 inhibitor,LDHA inh
COc1cccc(/C=N/Nc2ccc(S(=O)(=O)Nc3ccccc3C(=O)O)cc2[N+](=O)[O-])c1O,18µM*,·,?,·,-21%,·,·,-47%,0
COc1cc(S(=O)(=O)N2CCOCC2)cc(C(=O)OCC(=O)NCc2ccco2)c1OC,-8%,-25%,-9%,15%,-16%,·,·,-12%,-1
CCN(CC)CCN1C(=O)C(=O)/C(=C(/O)c2ccc(S(=O)(=O)N3CCOCC3)cc2)C1c1ccccc1 (centres undefined),5%,-10%,18%,36%,-19%,1%,0%,-3%,-5
O=C(NCC1COc2ccccc2O1)C1C2C=CC3(CN(Cc4cccs4)C(=O)C13)O2 (centres undefined),-6%,4%,-5%,-3%,5%,-6%,21%,-21%,2
Cc1[nH]c2ccccc2c1C(=O)COC(=O)c1c(-c2ccccc2Cl)noc1C,-17%,-6%,?,7%,-21%,-4%,-10%,10%,-1
O=C(Nc1ccccc1F)c1ccc2c(Cl)c3c(nc2c1)CCC3,-8%,7%,-26%&3%,·,-1%,9%,1%,24%,1&-14
CN1CCN(c2nc3c(c(=O)n(C)c(=O)n3C)n2Cc2ccc(F)cc2)CC1,-13%,9%,14%,23%,2%,-9%,21%,13%,-2
Cc1cc(C)n(-c2nnc(NCc3ccc(Cl)cc3)nn2)n1,-11%,-9%,-5%,-2%,-15%,?,22%,7%,11
Cc1cc(F)ccc1NC(=O)CCCN(C)S(=O)(=O)c1ccc(F)cc1,-17%,-10%,-12%,60%,4%,-2%,7%,-46%,-4
CCOC(=O)c1cc(-c2ccccc2)sc1NC(=O)CN1C(=O)NC(CC)(c2ccccc2)C1=O (centres undefined),1%,-3%,-30%,6%,-14%,3%,25%,24%,0
Cc1cc(C)n2nc(SCC(=O)NC(=O)NCc3ccco3)nc2n1,-12%,8%,-3%,31%[activator],-11%,-1%,-25%,?,-9
Cc1nn2c(-c3ccc(F)cc3)ccnc2c1Br,-16%,-6%,0%,21%,-1%,-2%,0%,5%,-2
Cc1cc2nc(-c3ccc[nH]c3=O)n(Cc3ccc(F)cc3)c2cc1C,-13%,-4%,·,-1%,-23%,-9%,28%,12%,3
Cc1ccccc1NS(=O)(=O)c1ccc(Br)s1,-13%,2%,-3%,·,-16%,?,-6%,15%,-2
CCc1ccc(NC(=O)C2CCC(CNS(=O)(=O)c3ccc4c(c3)C(C)(C)C(=O)N4C)CC2)cc1 (centres undefined),?,-3%,-13%,·,-1%,-14%,-18%,-28%,6
Cc1cccc(NC(=O)c2nc[nH]c2C(=O)Nc2ccccc2[N+](=O)[O-])c1,-6%,-12%,-2%,5%,5%,-12%,3%,-24%,-3
COc1ccc2c(c1)c(C(=O)CN1CCCCC1)c(C)n2C,-12%,9%,?,·,-3%,·,·,-16%,-1&3
O=C(/C=C/c1ccccn1)c1cc(Cl)cc(Cl)c1O,?,9%,?,-7%,-16%,-3%,-10%,-12%[11.4 µM],2
COc1ccc(NS(=O)(=O)c2cc(NC(=O)COc3ccccc3)ccc2N2CCOCC2)cc1,-10%,5%,4%,-7%,-5%,·,·,-1%,-5
COc1cc(OC)c(N(C)S(=O)(=O)c2cccc(C(=O)Nc3nccs3)c2)cc1Cl,?,0%,-10%,1%,-7%,·,·,4%,2
COC(=O)NC(C)N1C(=O)C2C3C=CC(C3)C2C1=O (centres undefined),-14%,-7%,16%,9%,-11%,-11%,0%,-8%,-4
O=C(C1CCC1)N1CCCc2cc(S(=O)(=O)N3CCN(c4ccccc4)CC3)ccc21,2%&-11%,-6%&6%,7%&5%,38%,12%,-6%&30%,2%&5%,10%&-4%,-3&-1
CCCCOC(=O)CCNc1n[nH]c(=O)[nH]c1=O,-14%,-10%,7%,0%,-1%,-9%,38%,-14%,-2
O=C(Nc1ccncc1)c1cccc(S(=O)(=O)N2CCc3ccccc32)c1,-23%,3%,6%,43%[activator],3%,·,·,-15%,-4
O=[N+]([O-])c1cccc(N/N=C/c2cccc3ccccc23)c1,-9%,3%,-16%,11%,-5%,5%,7%,-12%,-4
O=C(COc1ccc(Br)cc1Cl)Nc1ncn[nH]1,-4%,-1%,8%&-4%,·,9%,-6%,-2%,2%,0&-3
Cc1cccc(C)c1NC(=O)CNC(=O)c1cccc(S(=O)(=O)NCc2cccs2)c1,-2%,-20%,0%,10%,-3%,·,·,-37%,-2
